zVAD death inh: blocks zVAD induced death of L929 cells. L929 zVAD necroptosis rescue, ATP luminescence, 24 h; with zVAD 60 µM. viability rescue, % at 10 µM. actives 0.38% (n = 220,000);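 active means activation, scaled between plate controls, above about 75%, limit read from the data; inactive means activation under that limit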;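 further: 0% = zVAD with DMSO and 100% = DMSO alone without zVAD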
Hck Nef HTS: blocks Nef-activated human Hck kinase; P08631; Recombinant Hck-YEEI plus Nef, Z-Lyte FRET kinase assay; inhibition, % at 20 µM; actives 0.68% (n = 220,000);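 active means Hck-Nef kinase inhibition above about 50%, limit read from the data; inactive means inhibition below that limit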;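 further: 0% = DMSO with Hck plus Nef and 100% = Hck alone without Nef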
TNF necrop inh: blocks TNF-alpha induced death of Jurkat FADD-/- cells | Jurkat FADD-/- TNF necroptosis rescue, ATP luminescence, 24 h; 0 = TNF only, 100 = no-TNF cells | activation (protection from cell death), % at 10 µM | actives 0.068% (n = 220,000) | AID 463075;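 active means activation, meaning protection from cell death, of at least 50% relative to plate controls; inactive means activation below 50%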;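 further: necroptosis triggered by 40 ng/mL TNF-alpha added together with compound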
FXIa inh 1536: blocks human coagulation factor XIa protease activity. P03951. purified FXIa, Boc-Glu-Ala-Arg-AMC fluorogenic substrate. inhibition, % at 5 µM. actives 0.14% (n = 220,000);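 active means inhibition of at least 40%; inactive means inhibition below 40%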;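 further: fluorescence of freed AMC excited at 355 nm; 0% = enzyme without compound and 100% = no enzyme blank; many of its hits are not listed in these tables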
Target sequence (P03951 19-387 limits assumed): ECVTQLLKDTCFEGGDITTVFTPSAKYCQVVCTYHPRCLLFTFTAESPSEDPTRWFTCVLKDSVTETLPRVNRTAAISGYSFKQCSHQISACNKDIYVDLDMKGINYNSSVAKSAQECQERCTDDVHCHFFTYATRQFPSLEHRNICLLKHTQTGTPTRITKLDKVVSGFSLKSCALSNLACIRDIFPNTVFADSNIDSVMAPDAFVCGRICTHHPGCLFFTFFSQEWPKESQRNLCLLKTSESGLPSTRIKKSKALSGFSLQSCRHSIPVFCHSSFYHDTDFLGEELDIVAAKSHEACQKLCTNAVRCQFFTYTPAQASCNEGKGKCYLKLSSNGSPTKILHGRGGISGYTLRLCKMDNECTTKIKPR
Target sequence (P03951 388-625 limits assumed): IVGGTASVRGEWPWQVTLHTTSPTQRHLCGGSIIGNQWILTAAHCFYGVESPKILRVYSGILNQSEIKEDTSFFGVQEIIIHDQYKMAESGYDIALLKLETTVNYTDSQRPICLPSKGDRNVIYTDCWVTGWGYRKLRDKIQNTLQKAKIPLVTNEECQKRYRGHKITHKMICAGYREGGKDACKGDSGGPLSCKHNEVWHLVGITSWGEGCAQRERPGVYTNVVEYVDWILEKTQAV
thrombin 1536: thrombin (human) inhibition; P00734; alpha-thrombin, Boc-VPR-AMC fluorogenic substrate cleavage; inhibition, % at 5 µM; actives 0.26% (n = 220,000); AID 1046;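 active means inhibition at or above 40%; inactive means inhibition below 40%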;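 further: 0% = enzyme with no compound and 100% = wells without enzyme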
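signal = AMC fluorescence, 355/460 nm | material = human alpha-thrombin enzyme | control set = enzyme without compound as high, wells lacking enzyme as low | times = reaction at room temperature | read-out basis = percent inhibition scaled between no-compound controls and no-enzyme blanks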
hK5 inh: inhibitors of human kallikrein 5; AID 873; actives 0.59% (n = 210,000); recombinant hK5, fluorogenic AMC substrate cleavage; inhibition, % at 5 µM;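 active means inhibition of 40% or more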;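 further: 0% = enzyme controls without compound and 100% = no-enzyme blanks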
Cl transport mod: modulates chloride dependent transport by human KCC2. Q9H2X9. KCC2 cells, thallium flux FluoZin-2 fluorescence. B-score of Tl+ flux slope (higher = more flux/activation; lower = inhibition) at 10 µM. actives 2.2% (n = 190,000). AID 1456;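 active means thallium flux slope and its plate-corrected score both differing from the plate sample mean at a set confidence after two filtering rounds, in either direction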;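 further: slope of fluorescence scaled to starting intensity during 10 to 20 s after thallium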
FXIIa inh 1536: factor XIIa (human) inhibition; purified FXIIa, Boc-QGR-AMC fluorogenic substrate, 2 h; inhibition, % at 5 µM; actives 0.3% (n = 220,000); in the data active means inhibition above about 40%;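 further: 0% = enzyme with no compound and 100% = blank without enzyme; many of its hits are not listed in these tables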
Rad51 HR inh: Rad51 (human) homologous recombination inhibition; Q06609; hRad51 DNA strand exchange, fluorescence dequenching; inhibition, % at 10 µM; actives 0.085% (n = 200,000);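 active means inhibition above 40% at the single screening dose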;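 further: 0% = DMSO control wells and 100% = blanks with heterologous ssDNA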
Target sequence (Q06609 whole entry, looked up): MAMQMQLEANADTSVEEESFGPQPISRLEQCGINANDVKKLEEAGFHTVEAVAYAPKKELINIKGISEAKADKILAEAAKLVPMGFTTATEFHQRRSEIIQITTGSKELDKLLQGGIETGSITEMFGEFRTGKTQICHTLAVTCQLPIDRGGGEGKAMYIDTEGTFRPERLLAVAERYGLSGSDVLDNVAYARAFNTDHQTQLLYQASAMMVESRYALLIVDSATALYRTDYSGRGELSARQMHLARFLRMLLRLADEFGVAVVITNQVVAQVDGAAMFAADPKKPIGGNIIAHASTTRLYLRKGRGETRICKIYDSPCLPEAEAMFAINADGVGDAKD
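Material: Human Rad51 nucleoprotein filaments preassembled on unlabelled ssDNA | Also added: Labelled 47-mer dsDNA for strand exchange | Dosing: Single dose, 10 µM final compound | Schedule: 30-min compound preincubation and 15-min exchange, both room temperature | Technique: Fluorescence dequenching at 485/520 nm | Measure: Percent inhibition relative to plate controls and blanks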
Starred values were filed as active, the others as inactive; . = not tested or not shown; & = joins results of further samples.

Molecule	zVAD death inh	Hck Nef HTS	TNF necrop inh	FXIa inh 1536	thrombin 1536	hK5 inh	Cl transport mod	FXIIa inh 1536	Rad51 HR inh
CC(=O)Nc1ccc(S(=O)(=O)N2CCN(C(=O)CCC3CCCC3)CC2)cc1	-1.6	-3	-0.8	-7	-10	-5	0.41	1	-2
Cc1cc(N2CCN(c3ccc(F)cc3)CC2)nc2cc(O)ccc12	-1.1	1	0.4	5	4	-3	.	13	2
Cc1cc(-c2ccccc2)nc(N2CCC(C(=O)NC(C)C)CC2)n1	1.3	1	-1.8	-5	-6	-20	.	-1	1
CC1=C(C(=O)Nc2ccccc2)C2(CCCCC2)C(C#N)=C(S)N1	1.1	-4	-0.9	1	-6	2	0.61	5	-5
CCc1nc(SCC(=O)NCCc2ccc(OC)c(OC)c2)c2c(=O)n(C)c(=O)n(C)c2n1	-0.9	1	0.2	7	-2	-3	0.019	10	-2
O=C(CSC1=NNC(c2ccccn2)S1)Nc1cccc(Cl)c1 (stereo unspecified)	0.5	18	-8.8	3	0	-4	-0.11	4	18
CN(C)C=NC1=NN(c2cccc(C(F)(F)F)c2)CC1	0.1	1	-1.7	3	3	-13	.	4	-16
COc1ccc(C)cc1S(=O)(=O)N(C)CC(=O)N1CCN(C)CC1	1.0	2	0.3	-7	-8	-12	-0.45	4	-21

Molecule	zVAD death inh	Hck Nef HTS	TNF necrop inh	FXIa inh 1536	thrombin 1536	hK5 inh	Cl transport mod	FXIIa inh 1536	Rad51 HR inh
CC(C)CNC(=O)c1ccccc1NC(=O)CSCc1ccccc1	0.8	2	2.5	-9	-3	-30	.	9	-7
Cc1cccc2sc(NC(=O)c3cc(S(=O)(=O)N(C)C)ccc3N3CCCC3)nc12	7.4	-2	0.8	-2	-2	-3	-1.2	4	5
CCN(CC)S(=O)(=O)c1ccc(Cl)c(NC(=O)COC(=O)/C=C/c2ccc(O)c(OC)c2)c1	0.7	3	0.0	3	-2	-10	0	6	-2
CCC(c1nnc(SCc2nc3ccccc3s2)n1Cc1ccccc1)N(C)C (stereo unspecified)	-0.1	1	1.0	20	0	1	.	22	-7
CC(=O)c1n[nH]nc1NC(=O)c1ccccc1	-0.3	1	-2.4	-2	-2	-1	-1.1	4	0
NC(=O)COC(=O)c1c2c(nc3ccccc13)CCCC2	1.9	25	0.0	-2	-6	2	-0.4	5	-4
CC(C)c1cc(Nc2cccc(O)c2)cc(C(C)C)c1O	0.4	2	-12	.	.	.	0.041	.	-3
CN1CCN(S(=O)(=O)c2ccc(-c3ccccc3)cc2)CC1	0.5	-1	0.6	-2	-6	5	-2.5	-10	5

Molecule	zVAD death inh	Hck Nef HTS	TNF necrop inh	FXIa inh 1536	thrombin 1536	hK5 inh	Cl transport mod	FXIIa inh 1536	Rad51 HR inh
COCCn1cnnc1SCC(=O)Nc1ccc(Br)cc1F	-1.0	16	-2.8	11	-2	-2	0.055	9	0
Cc1c(NS(=O)(=O)c2ccc3c(c2)OCCO3)cccc1-c1nc2cccnc2s1	1.4	3	-3.5	3	-3	-21	-1.3	12	-4
Cc1onc(-c2c(Cl)cccc2Cl)c1C(=O)Nc1ccc(Cl)cn1	-0.7	6	4.3	-5	-5	-6	-0.017	-1	4
O=C(Nc1ccccc1C(=O)N1CCOCC1)C1CC(=O)N(C2CCCC2)C1 (stereo unspecified)	-0.2	0	-1.0	0	3	-10	1.6	17	-5
Cc1ccc(N2CCN(C(=O)NC3CCCCC3)CC2C)cc1 (stereo unspecified)	1.0	18	-0.5	2	-2	3	0.28	8	15
COCCNC(=O)CN(C(=O)CCC(=O)Nc1ccccn1)c1ccc(F)cc1	0.4	0	-1.9	0	1	-4	1	16	19
O=C(O)c1ccc(-n2nc(C(F)(F)F)c3c2CCCC3)cc1	0.7&0.5	-14&4	1.2&1.9	3&1	0&0	4&-18	-1.2&0.19	8&7	-4&8
CCCCOc1ccc(Cc2c(Cl)nc(SC)nc2N2CCOCC2)cc1	0.3	2	0.6	3	-7	-17	-0.6	9	-1

Molecule	zVAD death inh	Hck Nef HTS	TNF necrop inh	FXIa inh 1536	thrombin 1536	hK5 inh	Cl transport mod	FXIIa inh 1536	Rad51 HR inh
O=C(/C=C/c1ccc(OCc2ccccc2)c(OCc2ccccc2)c1)c1cccnc1	0.7	2	0.7	-3	0	-2	-0.18	9	2
Cc1cc(Cl)c(OCCCn2cncn2)c(Br)c1	-0.1	-20	-3.9	5	-6	1	-0.34	1	-6
CC(=O)c1cccc(NC(=O)CN2C(=O)COc3ccc(Cl)cc32)c1	0.1	-4	0.7	3	-3	8	-0.37	4	-4
COc1cccc(C2NC(=O)c3ccccc3O2)c1OCc1ccccc1F (stereo unspecified)	-0.4	18	-1.2	-1	-11	7	-0.65	7	0
COc1ccc(C2CC(c3ccc(Cl)c(Cl)c3)Nc3nc(N)nn32)cc1 (stereo unspecified)	0.2	1	-1.1	6	5	-7	0.58	15	3
COc1cc(OC)cc(C(=O)N[C@H](C(=O)OCC(=O)Nc2ccc(F)c(F)c2)C(C)C)c1	-0.5	-1	0.9	4	-3	-6	0.15	6	6
O=C(CSc1ccccn1)Nc1ccc(Cl)cn1	-0.6	-7	9.4	16	3	.	0.17	30	.
CN1/C(=C\C(=O)c2cccs2)Sc2ccccc21	0.6	50	-7.0	0	-2	10	-3.6	4	6

Molecule	zVAD death inh	Hck Nef HTS	TNF necrop inh	FXIa inh 1536	thrombin 1536	hK5 inh	Cl transport mod	FXIIa inh 1536	Rad51 HR inh
CCCn1c(SCC(=O)c2ccc3c(c2)OCCO3)nnc1C(C)C	0.0	1	-2.9	3	1	2	-0.57	1	4
COc1ccc([N+](=O)[O-])cc1NC(=O)CSCc1ccccc1	0.6	6	11	-6	-14	-9	-0.22	4	-3
CC(NC(=O)CCCn1cc([N+](=O)[O-])cn1)c1ccccc1 (stereo unspecified)	1.0	18	1.5	3	2	-1	-0.23	11	9
O=C(NCC(c1cccs1)N1CCOCC1)c1ccc([N+](=O)[O-])cc1 (stereo unspecified)	1.5	1	-1.6	7	-13	-5	0.29	15	10
CC(=O)Nc1ccc(C(=O)NN2C(=O)c3ccccc3C2=O)cc1	0.3	-4	0.3	-6	-3	2	-0.14	1	11
CC(=O)N1CCc2cc(S(=O)(=O)NCCC(=O)Nc3ccc4c(c3)OCCO4)ccc21	1.5	-3	1.2	5	-3	13	0.26	15	7
CC(C)c1ccc(N2C(=O)CC(NNC(=O)c3cccnc3)C2=O)cc1 (stereo unspecified)	-0.5	1	0.7	-1	-2	1	0.13	3	-5
O=C(CSc1nnc(SCc2ccccc2)s1)N/N=C/c1ccc(C(=O)O)cc1	-0.2	17	1.9	2	7	1	-0.37	9	8

Molecule	zVAD death inh	Hck Nef HTS	TNF necrop inh	FXIa inh 1536	thrombin 1536	hK5 inh	Cl transport mod	FXIIa inh 1536	Rad51 HR inh
COc1ccc(C/C(N)=N/OC(=O)C(c2ccccc2)c2ccccc2)cc1OC	0.2	0	-4.5	-5	-2	-2	.	8	-3
COC(=O)CNC(c1ccccc1Cl)c1cc(Br)ccc1NC(=O)CCN1CCOCC1 (stereo unspecified)	-0.2	1	-1.3	3	2	-7	0.76	11	-8
O=C(Nc1ccc(O)cc1)c1cc2n(n1)C(C(F)(F)F)CC(c1ccco1)N2 (stereo unspecified)	3.4	5	-13	3	-6	5	-0.025	4	1
CCc1ccc(NC(=O)C2CCN(S(=O)(=O)c3c(C)[nH]c(=O)[nH]c3=O)CC2)cc1	-0.2	-2	-1.5	-2	-1	8	-0.23	12	-4
CC(=O)Nc1ccc(C2=NNC(=NCC3CCCO3)SC2)cc1 (stereo unspecified)	0.6	-1	0.1	-4	13	-1	0.7	-4	-4
CC(OC(=O)c1cc(=O)[nH]c2ccccc12)C(=O)c1ccccc1 (stereo unspecified)	1.5	15	1.0	-2	3	-2	-0.33	3	-5
CC(=O)Nc1ccc(NC(=O)c2ccc(C)c(S(=O)(=O)Nc3cccc(C)c3)c2)cc1	3.4	12	-4.2	-7	0	15	-0.93	8	7
COC(=O)c1c(-c2ccc(C)cc2)csc1N	2.1	0	0.2	5	3	-5	0.18	17	-5

Molecule	zVAD death inh	Hck Nef HTS	TNF necrop inh	FXIa inh 1536	thrombin 1536	hK5 inh	Cl transport mod	FXIIa inh 1536	Rad51 HR inh
COc1ccc(C(=O)COC(=O)CN2C(=O)C3C4C=CC(C4)C3C2=O)cc1 (stereo unspecified)	0.1	3	-1.1	3	0	-10	0.59	-8	-3
c1ccc(-c2nc(-n3nc4ccccc4n3)nc3ccccc23)cc1	-0.1	9	20	4	-19	2	.	0	0
Cc1cc(-c2ccccc2)nc2cc(C(N)=O)nn12	4.6	-10	-0.8	-8	0	-8	0.64	-1	-3
COC(=O)NNC(=O)COc1cc(C)ccc1C	0.3	5	0.8	5	-12	-11	1.1	13	-18
COc1ccc(CNC(=O)COC(=O)/C=C/c2cccc(Br)c2)cc1	1.9	8	0.3	3	-4	0	-0.034	10	4
O=C(C1=NN[C@@H]2C(=O)N(c3ccccc3C(F)(F)F)C(=O)[C@H]12)c1ccc2ccccc2n1	0.1	1	-0.1	15	4	-3	-0.52	5	19
N#C/C(C(=O)Oc1ccccc1)=C1/Nc2ccccc2-c2ccccc21	-0.1	5	-2.3	8	2	5	0.058	19	.
CC(OC(=O)C1COc2ccccc2O1)C(=O)N(C)c1ccccc1 (stereo unspecified)	2.7	19	0.8	8	-1	11	-0.71	4	-1
CCSc1nnc(NC(=O)CSc2nnc(CNC(=O)c3ccc(OC)cc3)o2)s1	0.2	1	2.4	1	-8	-5	-0.84	2	5
O=C(c1ccco1)N1CCN(S(=O)(=O)c2cccs2)CC1	-1.8	-24	-2.7	7	5	-2	0.022	20	11

Arranged by molecular weight (high to low): part of the list above.
Molecule	zVAD death inh	Hck Nef HTS	TNF necrop inh	FXIa inh 1536	thrombin 1536	hK5 inh	Cl transport mod	FXIIa inh 1536	Rad51 HR inh
CCSc1nnc(NC(=O)CSc2nnc(CNC(=O)c3ccc(OC)cc3)o2)s1	0.2	1	2.4	1	-8	-5	-0.84	2	5
CC(=O)Nc1ccc(NC(=O)c2ccc(C)c(S(=O)(=O)Nc3cccc(C)c3)c2)cc1	3.4	12	-4.2	-7	0	15	-0.93	8	7
COc1ccc(CNC(=O)COC(=O)/C=C/c2cccc(Br)c2)cc1	1.9	8	0.3	3	-4	0	-0.034	10	4
COc1ccc(C(=O)COC(=O)CN2C(=O)C3C4C=CC(C4)C3C2=O)cc1 (stereo unspecified)	0.1	3	-1.1	3	0	-10	0.59	-8	-3
CC(OC(=O)C1COc2ccccc2O1)C(=O)N(C)c1ccccc1 (stereo unspecified)	2.7	19	0.8	8	-1	11	-0.71	4	-1
CC(=O)Nc1ccc(C2=NNC(=NCC3CCCO3)SC2)cc1 (stereo unspecified)	0.6	-1	0.1	-4	13	-1	0.7	-4	-4
O=C(c1ccco1)N1CCN(S(=O)(=O)c2cccs2)CC1	-1.8	-24	-2.7	7	5	-2	0.022	20	11
c1ccc(-c2nc(-n3nc4ccccc4n3)nc3ccccc23)cc1	-0.1	9	20	4	-19	2	.	0	0
CC(OC(=O)c1cc(=O)[nH]c2ccccc12)C(=O)c1ccccc1 (stereo unspecified)	1.5	15	1.0	-2	3	-2	-0.33	3	-5
Cc1cc(-c2ccccc2)nc2cc(C(N)=O)nn12	4.6	-10	-0.8	-8	0	-8	0.64	-1	-3
COC(=O)c1c(-c2ccc(C)cc2)csc1N	2.1	0	0.2	5	3	-5	0.18	17	-5

Assay outcomes (PubChem)

A portion of the library; the hit share may differ from the screen's.
